Screens (PubChem BioAssay)
TPT1 inh – Candida albicans TPT1 enzyme inhibitors, primary screen, biochemical, fluorescence polarization; tRNA 2'-phosphotransferase TPT1 (Candida albicans SC5314); recombinant caTPT1, FP RNA substrate dephosphorylation; inhibition, % at 5 µM; 300,000 compounds, 0.81% hits; AID 1962, 2009;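 active = inhibition above the mean of all tested compounds plus 3 SD, set per screening campaign, cut at about 24% in these data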;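 also: plate controls were DMSO alone for no effect and ferristatin control at 100 nM for full effect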
PREPL inh – PREPL enzyme inhibitors, primary screen, biochemical, fluorescence polarization | recombinant PREPL, fluorescence polarization activity-based probe | 320,000 compounds, 0.68% hits | inhibition, % at 5.96 µM; in the data active = inhibition above about 43%;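 also: 0% = enzyme with DMSO and 100% = wells lacking enzyme; many of its hits are not listed in these tables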
PP5 inh – PP5 phosphatase inhibitors, primary screen, biochemical, fluorescence; purified PP5c, OMFP substrate fluorescence; inhibition, % at 6.7 µM; 320,000 compounds, 0.18% hits; AID 1987, 2009;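 active = inhibition above the campaign's mean inhibition across all tested compounds plus 3 SD, cut at about 9.5% in these data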;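 also: 0% = DMSO only and 100% = 100 µM cantharidin control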
Target sequence (P53041 whole entry, looked up): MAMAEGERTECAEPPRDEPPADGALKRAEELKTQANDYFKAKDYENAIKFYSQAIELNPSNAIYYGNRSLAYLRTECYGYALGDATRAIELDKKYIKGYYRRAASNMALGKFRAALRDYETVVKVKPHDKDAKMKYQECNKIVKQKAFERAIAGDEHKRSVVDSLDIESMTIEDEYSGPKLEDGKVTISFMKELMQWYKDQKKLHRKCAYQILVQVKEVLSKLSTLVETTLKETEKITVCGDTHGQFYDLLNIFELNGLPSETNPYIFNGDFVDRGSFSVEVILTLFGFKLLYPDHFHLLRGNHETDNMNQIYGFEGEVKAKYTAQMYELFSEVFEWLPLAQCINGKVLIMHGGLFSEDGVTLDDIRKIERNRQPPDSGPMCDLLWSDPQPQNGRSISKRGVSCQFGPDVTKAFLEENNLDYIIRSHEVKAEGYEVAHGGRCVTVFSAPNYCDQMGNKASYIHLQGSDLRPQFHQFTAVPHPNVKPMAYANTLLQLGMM
Efflux pump inh – inhibitors of Candida efflux pumps in yeast, primary screen, S. cerevisiae, Nile Red, multiplex; S. cerevisiae Candida pump triplex; inhibition, % at 10 µM; 330,000 compounds, 0.44% hits; AID 485275, 2010;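 active = plate passing quality check with inhibition over a set limit, or well fluorescence over plate mean plus 4 SD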;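 also: Nile Red retained in pooled yeast measured as flow cytometry median fluorescence; 0% = buffer negative control and 100% = Enniatin B positive control; higher means more Nile Red kept so more efflux inhibition; some compounds called inactive have numbers as strong as hits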
ZTA DNA inh – counter-screen for EBNA-1 inhibitors: inhibitors of Epstein-Barr virus ZTA. ZTA-DNA binding, fluorescence polarization. P03206. 320,000 compounds, 0.15% hits. inhibition, % at 11 µM; in the data active = inhibition above about 33%
Target sequence (P03206 whole entry, looked up): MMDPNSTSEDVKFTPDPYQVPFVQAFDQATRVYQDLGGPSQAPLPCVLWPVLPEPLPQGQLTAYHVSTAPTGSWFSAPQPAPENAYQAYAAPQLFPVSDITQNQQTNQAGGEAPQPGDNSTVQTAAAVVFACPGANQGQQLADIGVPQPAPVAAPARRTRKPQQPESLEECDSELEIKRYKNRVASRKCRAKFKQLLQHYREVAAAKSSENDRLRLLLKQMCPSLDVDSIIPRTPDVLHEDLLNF
PP1 inh – PP1-alpha phosphatase inhibitors, primary screen, counter-screen for PP5 inhibitor project, biochemical, fluorescence, OMFP substrate, single point; purified PP1alpha; inhibition, % at 6.7 µM; 320,000 compounds, 0.9% hits; AID 2235, 2010;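 active = inhibition above the mean inhibition of all tested compounds plus 3 SD, computed separately for each screening campaign, cut at about 15% in these data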
Target sequence (P62136 whole entry, looked up): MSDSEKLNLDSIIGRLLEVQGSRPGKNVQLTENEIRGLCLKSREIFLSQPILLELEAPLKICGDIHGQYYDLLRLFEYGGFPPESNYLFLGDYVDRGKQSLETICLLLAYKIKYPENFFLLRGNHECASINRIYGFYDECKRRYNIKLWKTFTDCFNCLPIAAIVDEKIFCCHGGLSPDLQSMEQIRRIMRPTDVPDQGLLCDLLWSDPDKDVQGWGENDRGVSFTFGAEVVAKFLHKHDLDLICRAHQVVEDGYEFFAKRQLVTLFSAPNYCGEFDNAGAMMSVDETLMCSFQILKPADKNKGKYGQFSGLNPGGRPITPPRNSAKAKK
EBNA-1 inh – EBNA-1 DNA-binding inhibitors, primary screen, biochemical, fluorescence polarization. inhibition, % at 14.8 µM. 300,000 compounds, 0.34% hits. AID 1950, 2009; in the data active = inhibition above about 28%
Fh CTSL1 inh – Fasciola hepatica cathepsin L1 inhibitors, primary screen, counter-screen for PFM18AAP inhibitor project, biochemical, QFRET, fluorogenic peptide substrate. recombinant F. hepatica cathepsin L1, Z-Leu-Arg-MCA fluorescence. inhibition, % at 5.96 µM. 300,000 compounds, 0.49% hits;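 active = inhibition above the mean of all tested compounds plus 3 SD, set per screening campaign, cut at about 17% in these data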;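 also: 0% = plate median of test compound wells and 100% = 1 µM Z-Phe-Ala-diazomethylketone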
HCV core dimer – inhibitors of HCV core protein dimerization, primary screen, biochemical, TR-FRET, high-throughput; TR-FRET GST/Flag-core106 dimerization, 1536-well; 300,000 compounds, 0.33% hits; inhibition, % at 5 µM;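 active = inhibition above the mean of all tested compounds plus 3 SD, set per screening campaign, cut at about 45% in these data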
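Assay system: tagged HCV core106 pair (GST and Flag); medium: KF-containing HEPES buffer, pH 7.45, DTT, CHAPS, BSA; also added: Eu donor and XL665 acceptor anti-tag antibodies; dosing: 5 µM single dose; timing: compound-protein-antibody incubation 4 h at 22.5 °C; signal: TR-FRET 671 and 617 nm emission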
An asterisk follows results filed as active; x = no result given. An excerpt; the hit share may differ from the screen's.

SMILES	TPT1 inh	PREPL inh	PP5 inh	Efflux pump inh	ZTA DNA inh	PP1 inh	EBNA-1 inh	Fh CTSL1 inh	HCV core dimer
COCCN(C(=S)Nc1ccccc1C)C(C)c1cccs1 (stereo not given)	0	0	0.0	0.3	13	0	7	-3	-1
COc1ccccc1NC(=O)C(=O)NCCCN1CCCC1=O	1	8	-0.8	-0.1	1	3	4	-1	-1
COC(=O)C1=C(C)N(Cc2ccccc2)C(=NCc2ccccc2)N[C@H]1c1cccc(F)c1	-1	-20	3.5	0.1	-11	5	1	-2	-6
CCOC(=O)c1sc(NC(=O)C2CC(=O)N(c3ccc4c(c3)OCCO4)C2)nc1C (stereo not given)	x	7	4.2	-0.1	4	3	x	x	x
O=C1CCN(S(=O)(=O)c2cccs2)c2ccc(C(F)(F)F)cc2N1	-3	-4	1.5	0.1	-15	-5	3	0	1
O=S(=O)(/C=C/c1ccccc1)Nc1ccc(N2CCOCC2)cc1	3	21	1.0	0.1	-7	1	-11	-2	-3
CCOC(=O)c1sc2nccc(OC)c2c1N=CN(C)C	-5	2	1.0	-0.1	7	-2	1	3	-2
O=CN1CCCN(C(=O)CC2C(=O)NCCN2Cc2cccc(Oc3ccccc3)c2)CC1 (stereo not given)	-1	2	1.4	-0.2	0	-2	-19	15	-10
CCCCCCCC1(C)NC(=O)N(CC(=O)Nc2cc(C)on2)C1=O (stereo not given)	-3	0	-0.5	0.0	4	-4	0	1	0
COc1ccccc1N1CCN(C(=O)c2ccc(-c3ccc(Cl)cc3)o2)CC1	x	16	3.0	0.2	-1	3	x	x	x
CC(C)(C)c1ccc(-n2ncc3c2CCCC3NC(=O)CN2CCCCC2=O)cc1 (stereo not given)	-4	11	0.6	0.1	-25	-2	3	-4	-8
CCN(CC(=O)Nc1ccc2c(c1)OCCO2)c1nc(-c2cccnc2)nc2ccccc12	3	-4	2.1	0.0	3	2	-6	1	5
CCOc1cc(C2C(C(=O)OCC(C)C)=C(C)N=C3SCCC(=O)N32)ccc1OC(C)=O (stereo not given)	-3	9	3.6	0.2	8	2	3	-9	-3
Cc1c(C(=O)NC(C)c2ccccc2)c(-c2ccccc2)nn1-c1ccccc1 (stereo not given)	-4	-1	0.7	0.0	5	1	-1	-1	5
CCOc1ccc(-n2cc(C(=O)Nc3cccc(OC)c3)c3cc(OC)c(OC)cc3c2=O)cc1	-5	-4	0.7	0.0	-15	0	5	5	16
CCc1nnc(NC(=O)CCc2ccccc2OC)s1	-6	-6	-0.5	0.3	6	0	-3	-4	10
CCCCC(CC)C(=O)NCCCN1CCN(CCCNC(=O)C(CC)CCCC)CC1 (stereo not given)	-2	14	1.2	-0.1	-6	-1	-2	-1	-10
CN(C)CCNC(=O)c1csc(Nc2cccc3ccccc23)n1	-3	3	4.1	0.5	-19	-5	-4	-8	-24
O=C(CCSCCC(=O)NCc1ccco1)NCc1ccco1	-5	-3	-0.4	-0.1	8	0	7	1	14
CCOC(=O)N1CCN(c2cc(NCCC(=O)O)c3c4c(onc24)-c2ccccc2C3=O)CC1	137*	21	4.7	-0.1	177*	7	118*	21*	-60

5 entries already listed, ordered by molecular weight, falling:
SMILES	TPT1 inh	PREPL inh	PP5 inh	Efflux pump inh	ZTA DNA inh	PP1 inh	EBNA-1 inh	Fh CTSL1 inh	HCV core dimer
CCOc1cc(C2C(C(=O)OCC(C)C)=C(C)N=C3SCCC(=O)N32)ccc1OC(C)=O (stereo not given)	-3	9	3.6	0.2	8	2	3	-9	-3
CC(C)(C)c1ccc(-n2ncc3c2CCCC3NC(=O)CN2CCCCC2=O)cc1 (stereo not given)	-4	11	0.6	0.1	-25	-2	3	-4	-8
Cc1c(C(=O)NC(C)c2ccccc2)c(-c2ccccc2)nn1-c1ccccc1 (stereo not given)	-4	-1	0.7	0.0	5	1	-1	-1	5
CN(C)CCNC(=O)c1csc(Nc2cccc3ccccc23)n1	-3	3	4.1	0.5	-19	-5	-4	-8	-24
CCc1nnc(NC(=O)CCc2ccccc2OC)s1	-6	-6	-0.5	0.3	6	0	-3	-4	10

Further structures:
SMILES	TPT1 inh	PREPL inh	PP5 inh	Efflux pump inh	ZTA DNA inh	PP1 inh	EBNA-1 inh	Fh CTSL1 inh	HCV core dimer
Cc1ccccc1-c1ccc(Nc2ccc(N3CCOCC3)cc2)nn1	10	59*	4.2	0.0	-2	8	-9	-1	8
Cc1ccc(NC(=O)CCNS(=O)(=O)c2ccccc2F)cc1S(=O)(=O)N1CCOCC1	-4	1	1.8	-0.1	-7	1	0	-9	1
C=CCn1c(SCc2ccccc2F)nc2cc(C(=O)O)ccc2c1=O	-3	-4	2.1	-0.3	-5	5	-6	3	5
Cc1ccccc1CCNC(=O)C1CCCN(c2cnccn2)C1 (stereo not given)	-2	1	1.9	0.1	2	1	-3	-1	7
C[C@H](N)c1nnc(SCC(=O)N(C)C)o1	-5	-3	1.8	0.1	-2	-2	-19	2	-2
Cc1ccccc1NCc1ccc(O)c2ncccc12	-3	7	0.0	-0.1	-1	-1	15	4	-1
CN1CCC(=NNC(=O)c2ccc(N(Cc3ccc(Cl)cc3)S(C)(=O)=O)cc2)CC1	0	-9	1.7	-0.3	-5	-1	0	-2	-1
COc1ccc(NS(=O)(=O)c2cccc(NC(=O)NCCCl)c2)cc1	2	6	-0.1	0.2	-2	-5	-1	1	0
CC(C)(CNC(=O)c1sc2cc(Cl)ccc2c1Cl)N1CCOCC1	2	-11	0.5	0.5	-5	-1	-5	6	6
COc1cc(C2N(c3ccc(Cl)cc3)C(=O)C3CCCN32)cc(OC)c1OC (stereo not given)	4	-5	0.3	-0.1	0	-3	10	2	3
NC(=S)n1[nH]c(-c2ccccc2)c(N=Nc2ccccc2C(=O)N2CCOCC2)c1=O	-2	10	2.0	-0.3	-14	-3	-5	1	-8
Cc1ccc(NC(=O)c2ccco2)c(NC(=O)c2cccs2)c1	1	0	0.8	0.0	-1	-5	15	-2	-1
CC(C)OC(=O)C1C2C=CC3(CN(Cc4cccs4)C(=O)C13)O2 (stereo not given)	-7	1	0.7	-0.1	-3	-2	-6	1	-3
O=C(O)CC(NC(=O)C12CC3CC(CC(C3)C1)C2)c1cccc([N+](=O)[O-])c1 (stereo not given)	-5	4	3.1	-0.1	1	-5	6	2	-4
COc1cc(C2CC(=O)OC3=C2C(=O)CC(C)(C)C3)cc(OC)c1OC (stereo not given)	0	10	-3.1	0.1	1	-8	1	-7	0
Cc1ccc(Cn2nnc3c(=O)n(Cc4cccc(C)c4)cnc32)cc1	-1	-15	2.0	-0.1	-1	1	2	3	7
CCCc1nnc(SCC(=O)N2CCCC(C)C2)n1CC1CCCO1 (stereo not given)	0	19	-0.7	-0.1	-7	0	-2	-1	-4
CCCn1c(N)c(C(=O)CN(C)CC(=O)Nc2c(Cl)cccc2Cl)c(=O)[nH]c1=O	x	1	0.7	0.1	14	4	x	x	x
COc1ccccc1Oc1ccc(S(=O)(=O)N2CCN(C)CC2)cc1	0	-19	3.0	0.0	-2	-3	10	-4	0
CCOC(=O)C1(Cc2ccccc2C(F)(F)F)CCN(C(=O)c2cc(C(C)=O)n[nH]2)CC1	-2	-1	0.7	0.0	-17	4	1	1	-2
CC1=NN(C(C#N)c2ccc([N+](=O)[O-])cc2)C(C)(C)C1 (stereo not given)	-3	10	2.1	-0.1	-13	-3	3	-2	-5
CCCOc1ccc(C(=O)NNC(=S)NC(=O)c2cc(-c3ccc(Cl)cc3)nc3ccccc23)cc1	-7	3	1.8	0.0	-18	2	-8	-2	22
Cn1nc(C(C)(C)C)c([N+](=O)[O-])c1C(=O)N1CCCCCC1	-1	0	1.8	-0.3	4	2	9	0	1
COc1cccc(C2=NOC(C(=O)NC(C)(C)C)C2)c1 (stereo not given)	2	-1	-1.1	0.1	-2	-1	5	4	-5
CCOC(=O)C1CCCN(C(=O)CN2CCN(Cc3ccc(Cl)cc3)C2=O)C1 (stereo not given)	0	-2	1.5	0.0	-6	-1	-2	1	-1
O=C(CCn1ccc([N+](=O)[O-])n1)NC1CCCCCC1	-3	9	1.1	0.2	-15	1	-4	-5	-3
COc1ccccc1C(=O)NCCN1CCN(c2ccccc2)CC1	2	2	1.5	0.0	7	-2	8	-2	-3
C(=N\Nc1nc2ccccc2s1)/c1ccco1	0	28	5.0	0.2	16	1	-10	1	-9
Cc1ccc(OCc2nnc(SCC(=O)NCc3ccccc3)n2C)cc1	-5	11	-0.7	0.0	-4	0	9	2	-3
Cc1cccc(N2CCN(CC(=O)NCc3ccccc3)CC2)c1C	-5	-12	-2.0	-0.1	16	-3	7	1	-7
Cc1ccccc1CS(=O)(=O)c1snnc1C	-1	5	3.0	0.3	-16	-1	-3	-4	-2
COc1ccc(-c2nnc(SCC(=O)OC3CCCCC3)o2)cc1OC	4	-2	2.5	0.1	15	3	2	2	-2
C=CCN(CC=C)C(=O)C[n+]1ccc(C(N)=O)cc1	2	-4	1.5	0.0	6	-2	-5	0	-1
O=[N+]([O-])c1sccc1CS(=O)(=O)c1ccccc1	-3	-7	0.0	-0.1	2	-2	-2	-3	2
N#C/C(=C\c1ccccc1)C(=O)Nc1cccnc1	-2	4	-0.8	0.0	-7	-3	-2	-1	2
CN1CCN(c2oc(-c3ccccc3)nc2S(=O)(=O)c2ccc(Br)cc2)CC1	-2	-57	4.3	-0.2	-16	-2	7	2	-13
CS(=O)(=O)c1ccc2c(c1)SC1=NC(=O)/C(=C/c3ccco3)C(=N)N12	63*	-12	3.3	0.2	3	24*	-3	2	79*
C/C(=N\NC(=O)c1cccc([N+](=O)[O-])c1)c1ccco1	-6	2	1.8	-0.1	-12	1	-5	2	-6
O=C(NC1CCN(C(=O)Nc2cccc(F)c2)CC1)C1CCCCC1	0	8	-4.8	-0.1	-15	0	-6	4	-2
O=C(COC(=O)c1ccc(Br)cc1)NCc1ccc(F)cc1	1	-10	-2.9	0.1	14	-3	3	2	5
COc1ccc([C@H]2CC(=O)C=C(c3cccc(OC(F)(F)F)c3)C2)cc1	x	0	6.6	-0.2	-21	2	x	x	x
CC(=O)NCCc1ccc(O)cc1	-4	0	1.7	0.0	-2	-8	0	-2	0
COc1ccc(-c2cc(C(=O)Nc3cc(C)nn3-c3ccccc3)no2)cc1	-5	2	0.8	0.3	4	0	-4	1	1
COc1cc(NC(=O)c2ccc(-c3ccc(Br)cc3)o2)ccc1NC(=O)C(C)C	0	2	-0.8	0.1	-10	-2	13	5	17
Cc1ccccc1OCC(=O)Nc1ccccc1N1CCOCC1	-6	18	2.9	0.0	-9	-1	-3	-5	1
c1ccc(-c2cn3nc(-c4ccccc4)sc3n2)cc1	-6	5	-3.5	0.1	0	-2	2	-2	-3
COc1ccc(N2CCN(C(=O)Cn3ncc4c([nH]c5ccccc54)c3=O)CC2)cc1	2	7	-0.5	0.0	-15	4	0	3	-1
CCCCNc1ncnc2sc3c(c12)CCN(CCC)C3	2	24	-0.6	-0.1	-12	-5	-5	4	1
COCCN1C=C(C(=O)OC)C(c2cc3c(cc2Br)OCO3)C(C(=O)OC)=C1	-3	6	-0.4	0.1	6	-1	0	0	4
CC(C)CCOCC1CC2(CC(C)(c3csc(N)n3)OC2=O)C(=O)O1 (stereo not given)	-3	0	1.6	0.4	12	-5	2	-2	0
CC(Sc1n[nH]c(N)n1)C(=O)Nc1cccc(S(=O)(=O)N2CCOCC2)c1 (stereo not given)	-7	9	2.4	0.0	5	0	-5	-1	-2
